NPYLR7 agonist = activates Aedes aegypti NPYLR7 receptor | HEK293T NPYLR7/Galpha15, GCaMP6s calcium fluorescence | activation, % at 10 µM | actives 0.15% (n = 270,000) | AID 1259423; in the data active means activation above about 40%;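 further: 0% = vehicle and 100% = reference agonist at the receptor; some compounds past the cut are filed as inactive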
mcGAS inh = inhibitors of mouse cGAS. Q8C6L5. recombinant cGAS, Kinase-Glo ATP depletion luminescence. inhibition, % at 12.5 µM. actives 0.15% (n = 160,000);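 further: 0% = negative control wells and 100% = reference inhibitor with no enzyme activity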
hcGAS inh = human cGAS inhibition | recombinant h-cGAS, ATP depletion, Kinase-Glo luminescence | actives 0.081% (n = 290,000) | inhibition, % at 12.5 µM;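 further: 0% = vehicle reaction and 100% = reaction without DNA for no activity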
Target sequence (Q8N884 whole entry, looked up): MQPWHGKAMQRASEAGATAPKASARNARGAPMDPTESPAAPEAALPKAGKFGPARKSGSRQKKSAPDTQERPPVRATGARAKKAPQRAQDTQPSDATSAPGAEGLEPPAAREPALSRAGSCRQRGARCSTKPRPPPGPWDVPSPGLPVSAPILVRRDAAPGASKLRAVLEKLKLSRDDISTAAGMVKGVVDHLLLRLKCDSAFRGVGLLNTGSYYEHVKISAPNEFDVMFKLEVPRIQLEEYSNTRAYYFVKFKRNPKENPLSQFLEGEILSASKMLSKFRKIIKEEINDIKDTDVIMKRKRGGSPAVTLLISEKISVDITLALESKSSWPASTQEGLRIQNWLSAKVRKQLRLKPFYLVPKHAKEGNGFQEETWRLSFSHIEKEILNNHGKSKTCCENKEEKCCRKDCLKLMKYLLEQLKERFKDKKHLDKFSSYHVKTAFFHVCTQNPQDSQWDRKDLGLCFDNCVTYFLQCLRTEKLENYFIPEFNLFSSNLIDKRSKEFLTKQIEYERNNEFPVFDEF
Starred values were filed as active, the others as inactive; x = not tested or not shown; & = joins results of further samples. Unless noted, no stated cut-off is given here; in the data, active means inhibition above about 40%; inactive means the rest.

SMILES | NPYLR7 agonist | mcGAS inh | hcGAS inh
CCOc1ccc(Cc2nnc(Nc3cc(C)ccc3C)[nH]c2=O)cc1 | 11.6 | x | -3.3
CCOC(=O)C1C(=N)OC2=C(C(=O)CCC2)C1c1ccc(Br)cc1 (stereo unspecified) | -13.8 | -7.0 | -8.3
NC(=O)CC12CC3CC(C1)CC(C(N)=O)(C3)C2 | 6.5 | x | -2.6
CCc1csc(CNC(=O)c2ccc(NCC3CCCCN3C)nc2)n1 (stereo unspecified) | 0.3 | x | 0.1
CC(C)N1CCC(NC(=O)C2CCN(C(=O)c3ccc(F)cc3)CC2)CC1 | -0.8 | -8.5 | -8.0
CCCC1=NN(C(C)=O)C(C(=O)Nc2cccc(CO)c2C)O1 (stereo unspecified) | 1.2 | x | -4.5
COc1ccccc1S(=O)(=O)Oc1ccc(N2CCCC2=O)cc1 | 9.9 | x | -10.2
Cc1cc(C(=O)OCc2ccc(F)cc2Br)cc(S(N)(=O)=O)c1C | -3.9 | x | -6.9
Cc1ccc(S(C)(=O)=O)cc1C(=O)OCC(=O)N1CCCC2CCCCC21 (stereo unspecified) | 1.0 | x | -4.0
O=c1[nH]c(/C=C/c2ccc(Br)cc2)nc(O)c1[N+](=O)[O-] | -8.1 | 11.5 | 8.9
COC(=O)c1cc2n(n1)CCN(C(=O)Cn1c(C(C)C)nc3ccccc31)C2 | 2.0 | -19.5 | -3.6
CCn1c(=O)c(C(=O)Nc2ccc(I)cc2)c(O)c2ccccc21 | 9.5 | -2.4 | -1.7
CCN(CC)Cc1cnc2c(C(=O)N3[C@@H]4CC[C@H]3CNC4)cnn2c1 | 3.2 | x | -2.0
COc1ccc2c(c1)CCC1C2CC[C@@]2(C)C1CC[C@@H]2NCCCCCCN1C(=O)C=CC1=O (stereo partly specified) | 5.1 | -3.8 | 4.0
CC1ON=C(c2ccc(N(C)C)cc2)N(Cc2ccc(F)cc2)C1=O (stereo unspecified) | 10.6 | x | -0.1
Cc1c(N=C2N=C(NC(=O)NC(C)(C)C)c3ccccc32)c(=O)n(-c2ccccc2)n1C | 19.0 | x | -4.5
CCn1c(N)c(C(=O)NC)sc1=S | 1.7 | x | -6.5
COCc1cc(=O)[nH]c(N=C(NC(=O)c2ccccc2)Nc2ccccc2)n1 | 0.1 | -5.6 | -3.7
CCOc1cc(Br)c(COc2ccc(C)nc2[N+](=O)[O-])cc1OCC | -0.2 | x | -3.7
COc1ccc(N2C(=O)C3C4C=CC(C4)C3C2=O)c(OC)c1 (stereo unspecified) | -13.0 | -6.1 | -3.9
CC1(C)OC(=O)C(=CNc2ccccc2)C(=O)O1 | -6.7 | -6.0 | -4.4
Cc1cc(C)cc(NC(=O)CN2CCC(C(=O)NCc3nc4ccccc4[nH]3)CC2)c1 | -0.8 | x | -10.5
CCCN1C(=O)C2C(c3cccs3)NN(Cc3ccccc3)C2C1=O (stereo unspecified) | -10.1 | -6.9 | -4.6
C=CCNC(=O)N1CCN(C(C(=O)N(C)Cc2ccco2)C2CCCC2)CC1 (stereo unspecified) | 3.7 | -3.4 | -1.5
O=c1oc2ccccc2c(O)c1C=Nc1ccccc1Br | 0.6 | x | -0.5

Next section
SMILES | NPYLR7 agonist | mcGAS inh | hcGAS inh
CC1=NN(CCc2ccccc2)c2nc3c(c(=O)n(C)c(=O)n3C)n2C1 | 2.2 | -1.7 | 2.2
CCOc1ccc(-c2cc3c(=O)n(CC(=O)Nc4ccc(OCc5ccccc5)cc4)ccn3n2)cc1 | 2.6 | -7.5 | -9.5
Cc1cc2c(cc1C)NC(c1ccc(C(F)(F)F)cc1)C1C(=O)CC(C)(C)CC1=N2 (stereo unspecified) | -2.9 | -2.0 | -4.3
Cc1cc(C)c(C)c(S(=O)(=O)N2CCN3C(=O)CNC(=O)C3C2)c1C (stereo unspecified) | -5.1 | x | -5.0
COc1ccc(CNC(=O)CN=C2NC(=O)C(c3ccccc3)(c3ccccc3)N2)cc1 | 5.7 | x | -1.0
COc1cccc(C2C(C(=O)OCC3CCCO3)=C(C)NC3=C2C(=O)CCC3)c1OC (stereo unspecified) | 0.1 | -3.9 | -4.6
CC1CCC(CCC(=O)N(C)c2cc(F)ccc2F)O1 (stereo unspecified) | 1.0 | x | -7.5
O=C(NCCNc1cc(-n2cccn2)ncn1)Nc1ccc2ccccc2c1 | -3.2 | -5.5 | -1.0
CCc1cc2c(SCC(=O)Nc3ccc(C)cc3)ncnc2s1 | 18.7 | -8.5 | -5.2
O=C(O)c1cc2c(nc3sccn32)s1 | 1.3 | x | -0.2
Cc1ccc(-n2ncc3c(=O)n(NC(=O)c4ccc(OC(C)C)cc4)cnc32)cc1 | 1.2 | x | -9.9
CCOc1ccccc1N1CCN(C(=O)c2ccc(CSc3nc(Cl)cc(N4CCCCC4)n3)cc2)CC1 | 21.1 | -3.8 | -3.0
O=C(NC1CCCc2ccccc21)c1cncn1-c1cccc(-c2ccccc2C(F)(F)F)c1 (stereo unspecified) | 10.4 | -4.0 | 3.2
CN(C)CCNC(=O)[C@@]1(OCc2ccccc2C#N)CC(OCc2cccc(F)c2F)[C@@H]2OC(C)(C)O[C@@H]2C1 (stereo partly specified) | 19.3 | -4.6 | -6.0
CNC1CCCCC1N(C)C1CCN(C)CC1 (stereo unspecified) | 17.6 | x | -13.8
O=C(O)Cn1c(=O)c(F)cn(C2CCCO2)c1=O (stereo unspecified) | 3.2 | 1.0 | 19.3
CCC1(C)C(=O)NCCN1Cc1nc2ccccc2[nH]1 (stereo unspecified) | 8.0 | -13.4 | -6.5
CC(C)(C)c1cnc(CNC(=O)Nc2cnn(CC3CCCO3)c2)o1 (stereo unspecified) | -4.8 | x | -2.3
COCCCCN(C)C(c1ccc(F)cc1)c1ncccn1 (stereo unspecified) | 1.3 | x | -13.8
C1=C(CCNc2ncnc3sc4c(c23)CCC4)CCCC1 | -4.4 | x | 2.1
c1nc(Nc2ccc3c(c2)OCCCO3)c2c3c(sc2n1)CCCCC3 | 8.4 | x | -4.4
Cc1ccc(-c2nc3c(C)cccn3c2NC2CCCCC2)cc1 | -0.7 | -4.5 | -3.3
O=C1C2C3CCC(C3NCc3ccccc3)C2C(O)N1Cc1ccccc1 (stereo unspecified) | 9.1 | x | -5.4
COc1cc(CCC2CCN(S(=O)(=O)c3cccc(C#N)c3)CC2)cc(OC)c1 | 1.7 | -5.1 | -2.0
CCc1nc2ccc(C(=O)N(C)Cc3ccco3)cn2c1N(C)C(=O)COc1ccccc1 | 6.2 | 0.6 | -1.8

Following part:
SMILES | NPYLR7 agonist | mcGAS inh | hcGAS inh
O=S1CC/C(=N/O)c2ccccc21 (stereo unspecified) | 2.1 | x | -3.6
COc1cccc(CN2CCN(c3ccc(Cl)c(Cl)c3)C(=O)C2C)c1 (stereo unspecified) | 5.9 | x | -0.8
O=C(CCSc1ccccc1Cl)NCc1ccc(N2CCOCC2)nc1 | 14.8 | x | 0.2
O=C(N/N=C\c1cccnc1)c1n[nH]c2c1CCCC2 | 0.7 | -3.6 | -5.4
COCCN(Cc1ccc(OS(C)(=O)=O)cc1)C(=O)Nc1cccc(C)c1C | -2.1 | -5.0 | -8.7
Cc1ccc(-c2nc3ccccn3c2NC(C)(C)CC(C)(C)C)cc1 | 7.2 | -7.4 | 1.5
O=C(NN=Cc1c(O)ccc2ccccc12)Nc1ccccc1 | -4.2 | -5.3 | -10.6
Cc1ccc(NC(=O)CNC(=O)C(c2cccc(F)c2)N(C)C)c(F)c1 (stereo unspecified) | 22.7 | -8.7 | -4.4
O=C(CCn1cnc2ccccc21)NN=Cc1ccccc1 | 10.1 | x | -5.0
O=C(OCC(=O)N(C1CCCCC1)C1CCCCC1)c1ccco1 | 3.2 | x | -2.1
CC(=O)NC(NC(C)=O)c1ccccc1F | 4.9 | x | -1.0
CN(C)S(=O)(=O)c1cccc(NS(=O)(=O)c2ccc3ccccc3c2)c1 | 17.1 | x | -11.5
CC(C)c1c(NS(=O)(=O)c2cccs2)c(=O)n(-c2ccccc2)n1C | 0.2 | x | -5.5
CN(Cc1cnccn1)c1nc2nonc2nc1N1CCCCCC1 | 9.3&11.7 | x | 1.9&-8.1
CCCCOc1ccc(-c2ccc(C)cc2)cc1C(=O)O | -3.7 | x | 1.0
CCCc1ccc(C(O)c2ncc(-c3ccccc3C)[nH]2)cc1 (stereo unspecified) | -0.8 | x | -12.1
CC(C)c1ccc(OCC2c3ccsc3CCN2C(=O)CN(Cc2ccco2)C(=O)c2ccc3c(c2)OCO3)cc1 (stereo unspecified) | -2.2 | -2.6 | -3.2
Cc1ccc(Cn2c(CO)cnc2SCc2ccccc2C)cc1 | 0.5 | -7.1 | -7.8
CC(=O)Nc1ccc(CN(C)c2c(C)nc3ccc(C(=O)N4CCCCC4)cn23)cc1 | 9.2 | -2.9 | -3.8
COc1cccc(Nc2nnc(C(O)C(C)(C)C)s2)c1 (stereo unspecified) | 15.1 | -6.6 | -2.3
Cn1nnnc1SCCn1ccnc1-c1cc2c(cc1Cl)OCO2 | 1.4 | -7.6 | -0.3
Cn1c(SCC(O)c2ccc(F)c(F)c2)nnc1-c1cccs1 (stereo unspecified) | -0.9 | -3.9 | -4.2
COc1ccc(CC(=O)Nc2ccc(N3CCC(C)CC3)c(C(=O)NCCc3ccccc3)c2)cc1 | 22.7 | -6.1 | -2.3
Cc1ccc(C(=O)NCc2nnc(SCC(=O)N3CCc4ccccc43)n2-c2ccc(F)cc2)cc1[N+](=O)[O-] | -4.3 | x | -0.4
Cc1ccc(S(=O)(=O)N2CCN(C(=O)NCCc3ccccc3)CC2)cc1 | -14.0 | x | 0.2

One compound at a time (already shown).
O=c1oc2ccccc2c(O)c1C=Nc1ccccc1Br in the list: NPYLR7 agonist = 0.6; mcGAS inh = x; hcGAS inh = -0.5
COCCCCN(C)C(c1ccc(F)cc1)c1ncccn1 (stereo unspecified) in the list: NPYLR7 agonist = 1.3; mcGAS inh = x; hcGAS inh = -13.8
COc1cccc(C2C(C(=O)OCC3CCCO3)=C(C)NC3=C2C(=O)CCC3)c1OC (stereo unspecified) in the list: NPYLR7 agonist = 0.1; mcGAS inh = -3.9; hcGAS inh = -4.6

Carrying on.
SMILES | NPYLR7 agonist | mcGAS inh | hcGAS inh
CS(=O)(=O)N(CC(=O)Nc1c(F)cccc1F)c1ccccc1 | 3.7&-1.5 | -5.6 | -7.2&-5.7
CCN(CC)C(=O)c1ccc(OCc2csc(-c3ccco3)n2)c(OC)c1 | -8.5 | x | -11.2
COc1ccc(OC)c(NS(=O)(=O)c2cc(C)ccc2C)c1 | -6.4 | -3.5 | 1.1
O=C(CN1C(=O)COc2ccccc21)NCC(=O)Nc1ccccc1Br | 10.9 | -7.4 | -6.9
CCOCCn1ccc2c(OCC(=O)NCCOC)cccc2c1=O | 0.1 | -8.3 | -9.9
O=C(CN1CCC(O)CC1)N(Cc1ccccc1)c1ccccc1 | -1.4&-10.3 | x | -13.1&-8.7
CC(C)CN(Cn1[nH]c(C(C)(C)C)nc1=S)C1CC1 | 9.6 | x | -2.9
COc1cccc(NC(=O)N2CC(C)(C)SC23C(=O)N(Cc2ccccc2)c2ccc(Cl)cc23)c1 (stereo unspecified) | 5.7 | -4.5 | -11.6
Cc1cccc(NC(=O)N2CC(=O)NC3CCCCC32)c1Cl (stereo unspecified) | 2.3 | -13.1 | -14.9
O=C(CSc1nnc(-c2cccs2)o1)N(C1CCCC1)C1CCS(=O)(=O)C1 (stereo unspecified) | -1.3 | x | -2.9
O=C(Nc1cccnc1)NC(c1ccccc1)C1CCCC1 (stereo unspecified) | 6.1 | x | -7.5
CN(C)S(=O)(=O)c1ccc(=O)n(Cc2ccc(C(C)(C)C)cc2)c1 | -0.5 | -8.0 | -6.1
CC1CCCC(CCC#N)/C1=N\Nc1ccc([N+](=O)[O-])cc1[N+](=O)[O-] (stereo unspecified) | -1.7 | x | -0.8
COc1cccc(-c2nc(OC)nn2-c2cccc(NS(=O)(=O)c3ccc(F)cc3)c2)c1 | x | 0.1 | 3.8
CCc1nnsc1C(=O)N1CCc2[nH]nc(-c3cccc(OC)c3)c2C1 | 0.3 | -9.3 | -6.5
Nc1cc(-c2cnc3ccccc3n2)c2cc[nH]c2n1 | 11.6 | x | -4.6
CCOC(=O)C1CCN(C(=O)c2cc(-c3ccc(Cl)cc3)n(-c3cccc(F)c3)c2C)CC1 | -9.3 | -2.3 | -6.4
COc1ccc(-c2csc(=Nc3ccccc3Br)n2Cc2cccc(OC)c2)cc1 | 1.2 | -5.7 | -4.6
O=C1CSC(c2cn(-c3ccccc3)nc2-c2ccccc2)N1Cc1ccccc1 (stereo unspecified) | 14.1 | -4.0 | -1.8
Cc1ccc2c(c1)N(Cc1nc(CCc3ccccc3)n[nH]1)C(=O)CO2 | 12.3 | -8.6 | 1.3

Shown with two lines to a compound: entries from further up.
Every second line gives: NPYLR7 agonist, mcGAS inh, hcGAS inh
COc1ccc(OC)c(NS(=O)(=O)c2cc(C)ccc2C)c1
 : -6.4, -3.5, 1.1
O=C(CN1C(=O)COc2ccccc21)NCC(=O)Nc1ccccc1Br
 : 10.9, -7.4, -6.9
CCOCCn1ccc2c(OCC(=O)NCCOC)cccc2c1=O
 : 0.1, -8.3, -9.9
O=C(CN1CCC(O)CC1)N(Cc1ccccc1)c1ccccc1
 : -1.4&-10.3, x, -13.1&-8.7
CC(C)CN(Cn1[nH]c(C(C)(C)C)nc1=S)C1CC1
 : 9.6, x, -2.9
COc1cccc(NC(=O)N2CC(C)(C)SC23C(=O)N(Cc2ccccc2)c2ccc(Cl)cc23)c1 (stereo unspecified)
 : 5.7, -4.5, -11.6

Compound activity from PubChem.
